HMGR II inh: inhibitors of class II HMG-CoA reductase from Enterococcus faecalis. purified E. faecalis HMGR, NADPH absorbance 340 nm kinetic. inhibition, % at 10 µM. actives 0.41% (n = 190,000). AID 1066;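 active means inhibition above a set limit, the median over all tested compounds plus 3 SD, cut at about 9.5% in these data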;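 further: enzyme runs in reverse so mevalonate oxidation gives rising NADPH absorbance; 0% = complete reaction with DMSO and 100% = background rate lacking mevalonate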
L major viab: reduces viability of Leishmania major promastigotes | resazurin fluorescence viability | inhibition, % at 10 µM | actives 9% (n = 200,000) | AID 1063; in the data active means inhibition above about 50%;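 further: promastigotes grown with compound for 44 hours at 28 °C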
bIAP inh: intestinal alkaline phosphatase (bovine) inhibition. purified bovine IAP, CDP-star luminescence, 30 min. inhibition, % at 20 µM. 190,000 tested, under 10 active;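 active means over 50% inhibition of intestinal alkaline phosphatase at 20 µM in the single-dose screen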
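Assay system: bovine IAP enzyme; medium: DEA buffer 100 mM, pH 9.8, with MgCl2 1.0 mM, ZnCl2 0.02 mM; doses: 20 µM single dose; incubation: enzyme reaction for 30 min at room temperature; detection: CDP-star luminescence signal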
RAM network inh: inhibitors of the yeast RAM network | inhibition, % at 50 µM | S. cerevisiae dse1pr::URA3 reporter, 5-FOA growth OD615, 2 d; analog-sensitive cbk1-as2 kinase mutant strain | actives 1.8% (n = 190,000);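 active means inhibition above a set limit, 3 SD over mean compound inhibition, cut at about 8.4% in these data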;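 further: 0% = DMSO-only wells with no growth and 100% = 10 µM 1-NA-PP1 full growth; inhibition rescues growth on 5-FOA so higher OD means more RAM inhibition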
DTT redox prof: compounds producing H2O2 with reducing agent – biochemical, NIH compound library profiling, artefact control for MLSCN library redox annotation, primary screen. DTT-dependent redox cycling H2O2, phenol red/HRP absorbance; 100% = 100 µM peroxide control, 0% = buffer. activation, % at 10 µM. actives 0.03% (n = 200,000);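 active means activation of at least 50% relative to the plate's high and low controls in the primary single-dose screen; inactive means activation below 50%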;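 further: compound incubated with DTT at 0.8 mM final as the reducing agent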
ROMK mod: modulators of human ROMK potassium channel | P48048 | Tet-inducible ROMK, thallium flux fluorescence; actives lie on both sides | B-score at 10 µM | actives 2% (n = 130,000) | AID 1918;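 active means signal ratio slope over the read window, or its plate-corrected B-score, at least 3 SD from the plate mean, either direction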;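 further: B-score of the F/F0 ratio slope over 7 to 12 s after thallium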
Target sequence (P48048 whole entry, looked up): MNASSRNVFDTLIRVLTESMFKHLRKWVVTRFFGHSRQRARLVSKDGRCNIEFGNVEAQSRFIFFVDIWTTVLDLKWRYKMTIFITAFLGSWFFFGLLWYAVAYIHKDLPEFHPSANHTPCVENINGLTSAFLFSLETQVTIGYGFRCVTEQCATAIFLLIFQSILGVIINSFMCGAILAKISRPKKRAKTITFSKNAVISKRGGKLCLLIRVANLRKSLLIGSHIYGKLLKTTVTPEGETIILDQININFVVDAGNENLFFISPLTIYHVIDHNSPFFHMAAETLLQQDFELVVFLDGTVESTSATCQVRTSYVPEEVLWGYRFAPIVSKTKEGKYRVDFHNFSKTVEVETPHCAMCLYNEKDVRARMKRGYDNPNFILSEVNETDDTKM
PPARg SRC-2 ag: agonists of SRC-2 recruitment by human PPARgamma; P37231; PPARgamma LBD-SRC-2 recruitment, biochemical; activation, % at 8 µM; actives 0.34% (n = 200,000); AID 1032; in the data active means activation above about 22%;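 further: 0% = vehicle and 100% = reference agonist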
PPARg SRC-3 ag: promotes SRC-3 coactivator recruitment by human PPARgamma | biochemical PPARgamma/SRC-3 coactivator recruitment assay | actives 0.26% (n = 200,000) | activation, % at 8 µM | P37231; in the data active means activation above about 23%;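 further: 0% = DMSO and 100% = reference agonist; some compounds past the cut are filed as inactive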
TR-FRET SRC-2 ct: counter-screen for PPARgamma SRC-2 recruitment agonists: TR-FRET artefact. stronger effect = higher value. TR-FRET ratio at 8 µM. actives 0.4% (n = 200,000). AID 1049; in the data active means TR-FRET ratio above about 2000; further: inactives centre near 1500; reference of the scale not given here
PPARg SRC-1 ag: PPARgamma-driven SRC-1 recruitment agonism; P37231; PPARgamma-SRC-1 coactivator recruitment biochemical assay; activation, % at 8 µM; actives 0.41% (n = 200,000); in the data active means activation above about 19%;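 further: 0% = DMSO and 100% = reference agonist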
S1P3 antagonist: antagonists of human S1P3 receptor; Q99500; CHO S1P3 NFAT-BLA reporter, FRET fluorescence, antagonist mode; inhibition, % at 4.98 µM; actives 0.27% (n = 170,000); AID 485;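 active means inhibition above the plate cutoff, the mean inhibition of test wells on that plate plus 3 SD, cut at about 28% in these data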;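 further: cells challenged with S1P at its EC80 of 0.8 µM; blue over green emission ratio from cleaved BLA substrate after 4 h stimulation; 0% = S1P-stimulated wells and 100% = unstimulated DMSO-only wells; some compounds past the cut are filed as inactive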
Target sequence (Q99500 whole entry, looked up): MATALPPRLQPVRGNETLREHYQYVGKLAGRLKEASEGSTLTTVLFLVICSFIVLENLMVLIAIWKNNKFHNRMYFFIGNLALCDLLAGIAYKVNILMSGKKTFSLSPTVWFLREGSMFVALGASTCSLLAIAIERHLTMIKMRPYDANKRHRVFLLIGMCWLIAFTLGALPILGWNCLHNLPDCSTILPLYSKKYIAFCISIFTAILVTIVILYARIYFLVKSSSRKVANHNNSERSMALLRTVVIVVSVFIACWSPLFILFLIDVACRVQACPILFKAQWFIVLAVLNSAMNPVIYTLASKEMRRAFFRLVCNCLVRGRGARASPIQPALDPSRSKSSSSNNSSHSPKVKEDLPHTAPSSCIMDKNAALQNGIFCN
* = called active by the depositor; . = not tested or not shown.

molecule	HMGR II inh	L major viab	bIAP inh	RAM network inh	DTT redox prof	ROMK mod	PPARg SRC-2 ag	PPARg SRC-3 ag	TR-FRET SRC-2 ct	PPARg SRC-1 ag	S1P3 antagonist
COc1ccc(S(=O)(=O)NCC(=O)N(CC(=O)NCC2CCCO2)c2c(C)cccc2C)cc1 (stereo not drawn)	-1	-6	-7	-0.3	1.2	0.16	3	-4	1566	9	-35
O=C1CC(=O)C(n2cncn2)C(c2c(F)cccc2Cl)C1 (stereo not drawn)	-4	-8	-9	-0.1	2.0	.	-9	2	1402	-2	.
COc1ccc(C2=NN(c3ccccc3)C(=O)/C2=C\c2ccc(O)c(OC)c2)cc1	3	-3	.	8.4	0.6	-1.4	10	6	1767	7	-11
CC(=O)NCC(=O)OCC(=O)c1ccc(C)cc1	-5	-2	6	0.4	2.3	.	-3	3	1576	2	-20
Cc1cc(=O)oc2cc(OCC(=O)N3CCN(C(=O)c4ccco4)CC3)ccc12	-4	-6	-1	0.1	-0.3	1.2	7	1	1610	-3	-14
CCN1CCN(CC(=O)Nc2cc(C)on2)CC1	2	-16	-12	0.0	-3.3	0.64	9	7	1689	13	-22
O=C(Cc1nc2ccccc2[nH]c1=O)c1ccccc1	1	4	6	0.9	0.4	-1.3	5	8	1531	22*	10
O=C(Nc1c(-c2cccs2)nc2ccccn12)c1ccccc1F	-4	-1	14	-1.0	-0.7	0.45	7	-1	1492	0	0
O=C(CN(Cc1ccco1)C(=O)CNS(=O)(=O)c1ccccc1)NC1CCCCC1	4	-2	-3	1.7	-1.0	.	9	0	1390	2	14
CCOC(=O)c1c(NC(=O)c2cccnc2Cl)sc(C(=O)N(C)C)c1C	-4	1	-2	-0.3	-0.1	0.14	-7	-8	1287	-8	-20
Cc1ccc(-n2nnc3c(=O)n(CC(=O)N4CCCC4)cnc32)cc1	-2	0	5	-0.3	-0.3	0.048	-4	3	1600	4	-21
CCOc1cc(CNC(=O)CN2C(=O)c3ccccc3S2(=O)=O)ccc1OC	-1	-9	0	-0.8	-2.3	.	3	-5	1445	3	.
S=C(NCCN1CCOCC1)Nc1cccc(Cl)c1	-2	4	-3	0.0	-0.4	-0.26	9	-3	1623	4	-36
COc1ccc(/C=C2\SC(=S)N(CCC(=O)NC3=NCCS3)C2=O)cc1OC	-5	-7	8	2.8	0.5	.	-2	0	1603	-3	-1
Cc1nn(C)c(C)c1Sc1ccccc1N	3	-6	-8	2.7	-0.1	-0.57	1	-3	1561	5	-6
NS(=O)(=O)c1ccc(CCNC(=O)C2CCN(S(=O)(=O)c3ccc(Br)s3)CC2)cc1	-1	-5	4	2.4	0.5	0.32	-4	-1	1484	-4	-6
CC(O)Cc1nsc(NC(=O)c2ccc(Br)o2)n1 (stereo not drawn)	-10	0	12	1.5	1.5	.	3	7	1606	0	.
CC(=O)c1ccc(N2CCN(C(C)C(=O)NC3CCCc4ccccc43)CC2)cc1 (stereo not drawn)	2	4	-9	1.8	-0.1	.	5	-3	1553	8	-13
c1coc(CN2CCN(C(c3cccs3)c3nnnn3C3CCCC3)CC2)c1 (stereo not drawn)	5	14	9	0.4	-4.4	.	1	0	1538	6	.
COc1cccc2cc(C(C)N(CCCN3CCOCC3)C(=O)Nc3ccc(Cl)cc3)oc12 (stereo not drawn)	-1	48	-4	-1.1	-0.2	-1.8	1	-14	1562	6	-12
CCOc1cc(/C=C(\C#N)C(N)=O)ccc1OS(=O)(=O)c1ccccc1	2	-1	9	3.6	-0.2	-5*	12	6	1840	9	-3
CN(CC(=O)NCc1cccnc1)S(=O)(=O)c1ccc2c(c1)c(=O)n(C)c(=O)n2C	-9	-5	4	2.9	-0.5	.	1	-4	1425	1	.
Nc1nc(SCc2ccc([N+](=O)[O-])cc2)c2ncn(C3OC(CO)C(O)C3O)c2n1 (stereo not drawn)	2	-7	12	1.3	0.5	0.49	-9	1	1501	-2	-15
COC(=O)c1cc2ccsc2n1CC(=O)N1CCCc2ccccc21	-4	-1	-8	1.5	0.6	-0.12	9	-1	1397	0	18
Cc1ccc(C(=O)NC(=S)Nc2ccc(-c3ccc(CO)o3)cc2)cc1	-7	-5	4	4.7	-0.8	0.65	5	3	1507	2	-13
CC1=C(C)CC(C(=O)Nc2ccc(C(=O)N3CCOCC3)cc2)C(C(=O)O)C1 (stereo not drawn)	0	-3	-16	1.5	-1.0	0.37	1	-3	1509	-4	-18
Cc1ccc(Cl)cc1N1CCN(C(=S)NCCc2ccccc2)CC1	-4	0	10	13*	-0.5	-1.5	-6	-1	1550	7	-2
COc1ccccc1CNC(=O)c1ccc(OC(C)C)cc1	2	-3	13	-1.3	-0.4	1.5	8	7	1711	-1	-9
O=C(COc1cccnc1[N+](=O)[O-])NCCc1ccc(Cl)cc1Cl	-1	7	-2	-0.5	-0.1	-0.0099	-1	0	1629	0	-6
c1ccc(-n2nnnc2-n2ccnc2)cc1	0	-8	8	1.0	1.1	.	6	14	1545	1	.
Cc1cc2cc(CCNC(=O)c3ccc(Br)o3)c(=O)[nH]c2cc1C	-4	4	1	0.9	0.7	.	2	8	1615	4	3
COc1ccc(C(=O)CSc2nnc(CN3CCCCC3)n2-c2ccc(Cl)cc2)cc1OC	-2	7	-9	1.4	0.0	-0.66	8	0	1727	11	20
Cc1ccc(-c2cc(C(F)(F)F)n3nc(C(=O)NCCCn4ccnc4)cc3n2)cc1C	-2	100*	4	-0.1	-3.7	-1.8	3	3	1516	5	.
O=C(CSc1ncn(-c2ccccc2)n1)Nc1nc2ccccc2s1	-10	39	9	3.1	-3.8	.	6	-2	1516	-2	-2
Cc1ccc(COc2cccc3c2CCN(Cc2ccc(F)cc2)C3=O)cc1	-3	0	8	-1.0	1.1	.	4	0	1461	-1	7
Cc1cc(C)cc(NC(=O)C2CCN(c3nccs3)CC2)c1	-2	14	0	-0.1	1.1	.	0	9	1552	5	-7
Cc1ccc(C)c(N2CCN(CC(=O)Nc3ccc4[nH]c(=O)[nH]c4c3)CC2)c1	-7	-3	3	1.8	-0.2	.	-1	7	1542	8	-20
CN(C)S(=O)(=O)c1cc(S(=O)(=O)N(C)C)c(Cl)cc1N	-3	-1	11	2.3	-0.3	-0.14	-1	13	1532	2	30
CCOc1cc(CNc2ccccc2SC)ccc1O	-2	-4	6	0.7	0.8	0.52	2	-1	1461	-3	-60
CC(=O)Nc1sc(C)c(C)c1C(=O)Nc1ccc(C)cc1	-6	-8	-2	1.3	0.7	.	2	9	1563	4	.
CCCCC(=O)Nc1ccc(NC(=O)c2cccnc2)cn1	-2	-1	6	1.0	1.2	.	3	4	1636	4	-8
O=C(N/N=C\c1ccc(Br)o1)C1COc2ccccc2O1 (stereo not drawn)	1	-8	13	0.4	0.3	.	-2	2	1533	2	-14
NC(=O)c1sc2nc(N3CCCCC3)c3c(c2c1N)CCCC3	-6	3	-9	-0.2	-2.3	.	6	4	1590	-1	3
COc1cc(CCC(=O)OCC(=O)Nc2c(C)cccc2C(C)C)cc(OC)c1OC	-1	-4	18	2.4	0.2	-0.49	-4	3	1478	10	2
O=C(C1CCN(c2nnnn2-c2ccccc2)CC1)N1CCN(c2ccccc2)CC1	-1	-7	8	5.4	3.8	.	-3	-8	1562	1	-1
O=C(NCCSCc1ccccc1)c1ccc(F)cc1	-6	-3	18	2.1	0.0	.	2	-3	1380	-4	10
Cn1c(O)c(N=NC(=O)CNC(=O)c2ccco2)c2ccccc21	0	-2	10	0.9	0.0	.	6	2	1508	0	-21
Brc1cccc(C2CC(c3ccccc3)n3nnnc3N2)c1 (stereo not drawn)	-2	8	12	0.5	-5.0	-0.99	-3	5	1488	-2	19
Cc1ccc(NC(=O)COC(=O)c2cc(Cl)cc(Cl)c2)c(Br)c1	5	-6	10	3.9	0.3	-0.64	-4	1	1648	-4	4
Cc1ccc2c(c1)CCCN2C(=O)c1ccoc1C	-5	-5	7	0.1	-1.0	.	-5	1	1651	-5	23
CC1(C)C2CCC1(CS(=O)(=O)Nc1ccc(S(=O)(=O)N3CCCC3)cc1)C(=O)C2 (stereo not drawn)	-5	50*	10	-0.4	0.2	0.7	-13	-1	1399	-9	3
Cc1ccc(CNC(=O)C2CCC(CNc3c(N4CCOCC4)c(=O)c3=O)CC2)cc1 (stereo not drawn)	1	-5	-8	-0.2	-0.5	.	13	-2	1594	3	.
CCOc1ccc(CCNC(=O)Cn2cccc2C(=O)c2ccccc2C)cc1OCC	-3	61*	26	-0.9	0.4	0.046	14	4	1715	-1	-7
CCOc1cccc(C(=O)NC(=S)Nc2cccc(C)c2)c1	-7	3	18	3.8	-0.1	0.22	-2	0	1614	4	-6
Cc1cc(Nc2c(C)cccc2C)n2nc(C)nc2n1	2	-6	3	1.0	-1.2	.	1	7	1783	1	-8
